# Screening data from PubChem.
# Tau fibril FP = blocks human tau fibril formation measured by polarization | AID 1468 | 0.39% of 280,000 active | K18 P301L tau heparin fibrillization, Alexa594 FP, 6 h | P10636 | Potency, µM (titrated, usually from 57.7 µM), inactives show at the top dose activity, negative = inhibition, most hits filed as inhibitors; note: % is set by controls: 0 for no effect and ±100 for the full control effect; nearly all actives have a fitted effect of over 55% in size
# Target sequence (P10636 561-689 P618L limits assumed): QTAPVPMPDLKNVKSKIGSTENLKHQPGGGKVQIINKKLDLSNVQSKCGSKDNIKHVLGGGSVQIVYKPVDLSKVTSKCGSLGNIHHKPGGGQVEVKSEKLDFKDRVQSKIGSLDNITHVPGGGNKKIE
#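 Human tau K18 […] P301L fragment, 15 uM unlabeled plus 0.24 uM Alexa 594-labeled tau (final), with compound and 20 uM heparin in 100 mM sodium acetate pH 7; 6 hr at 37 C, then Alexa 594 FP read.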
# KDM4E inh = JMJD2E (human) inhibition; JMJD2E catalytic domain, FDH-coupled NADH fluorescence (FDH is formaldehyde dehydrogenase); AID 2147; Potency, µM (highest dose often 57.1 µM), for inactives: top-dose activity change, negative = inhibition, usual class: inhibitors; 1.6% of 230,000 active; B2RXH2; active = well fitted inhibition curve with a large enough effect, not every such curve was filed as active; inconclusive = small, poorly fitted or top-dose-only effect, or another doubt; inactive = no such curve, though single readings can be large or run the other way;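 note: 0% = wells with enzyme and -100% = buffer wells without enzyme; nearly all actives have a fitted effect of over 50% in size; many of its hits are not listed in these tables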
# Target sequence (B2RXH2 1-337 limits assumed): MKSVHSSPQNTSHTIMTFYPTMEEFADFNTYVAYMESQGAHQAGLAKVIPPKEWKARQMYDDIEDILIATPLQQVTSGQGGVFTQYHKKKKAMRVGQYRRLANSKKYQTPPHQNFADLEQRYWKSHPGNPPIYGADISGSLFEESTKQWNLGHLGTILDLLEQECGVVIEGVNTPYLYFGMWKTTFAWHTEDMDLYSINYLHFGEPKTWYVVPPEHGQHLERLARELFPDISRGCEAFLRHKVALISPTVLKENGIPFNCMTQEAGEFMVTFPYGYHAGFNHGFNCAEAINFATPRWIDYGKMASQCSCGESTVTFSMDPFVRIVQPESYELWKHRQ
# Tau fluor counter = counter-screen for tau fibril formation inhibitors; AID 1463; 0.93% of 280,000 active; tau K18 P301L Alexa594 fluorescence, heparin fibrillization; Potency, µM (series often up to 57.7 µM), for inactives: at the highest dose activity change, negative = decrease; note: % is set by controls: 0 for no effect and ±100 for the full control effect; nearly all actives have a fitted effect of over 55% in size
#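 Human K18 P301L tau (15 uM unlabeled plus 0.24 uM Alexa 594-labeled, final) in 100 mM sodium acetate pH 7 was mixed with compound and 20 uM heparin and incubated 6 hr at 37 C.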
# HTT ATP protect = Huntington cell model cytoprotection by ATP luminescence | Potency, µM (highest dose often 56.4 µM), for inactives: cytoprotection (ATP increase), usual class: activators | 0.14% of 230,000 active | PC12 HTT-Q103 induced, cytoprotection, ATP luminescence, 40 h | AID 1471;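 note: % of control where 0% means no effect; nearly all actives have a fitted effect of over 45% in size; toxic huntingtin expression switched on by the ecdysone agonist tebufenozide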
#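 Cells were plated at 1500 per well in phenol red-free DMEM with 5% equine and 5% calf serum. Tebufenozide (100 nM final) and compounds were added, then ATPlite reagent, and luminescence was read.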
# HTT aggregate = mutant huntingtin aggregation inhibition. Potency, µM (titrated, usually from 46.1 µM), for inactives: top-dose activity change, negative = inhibition, actives largely listed as inhibitors. PC12 HttQ103-GFP aggregates, Acumen cytometry, 40 h. 1.1% of 220,000 active. AID 1688; note: % is set by controls: 0 for no effect and ±100 for the full control effect; nearly all actives have a fitted effect of over 60% in size
#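 Steps: seed 1500 PC12 HTTQ103-GFP cells/well; add tebufenozide, 100 nM final; add compound titration; add ATPLite reagent; quantify GFP aggregates by laser scanning cytometry.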
# Tau ThT inhib = inhibitors of human tau fibril formation, thioflavin T binding; recombinant tau K18 P301L (four-repeat tau fragment), heparin-induced fibrillization, ThT fluorescence; Potency, µM (doses to about 57.4 µM), without a hit: at the highest dose activity, negative = inhibition, actives largely listed as inhibitors; 2.1% of 270,000 active; AID 1460; note: % is set by controls: 0 for no effect and ±100 for the full control effect; nearly all actives have a fitted effect of over 55% in size
#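 Heparin-induced fibrillization of the P301L-mutant K18 repeat-domain fragment of human tau was followed by ThT binding in quantitative high-throughput format.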
# SMN2 splice up = SMN2 splice variant enhancement; 2.8% of 210,000 active; HEK293 SMN2-luciferase splicing reporter, luminescence, 30-36 h; Potency, µM (top dose mostly 46.1 µM), without a hit: top-dose activity change, positive = activation, hits mostly activators; note: % of control where 0% means no effect; nearly all actives have a fitted effect of over 55% in size
#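 qHTS luciferase splicing reporter: luminescence rises when SMN2 exon 7 is included in transfected HEK293 cells. Compound exposure lasted 30-36 h at 37C, with 4.5 mM final sodium butyrate as control, followed by a ONE-Glo read.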
# ALDH1A1 inh = inhibitors of human aldehyde dehydrogenase 1A1; Purified ALDH1A1, NADH fluorescence, propionaldehyde substrate; Potency, µM (highest dose often 75.3 µM), without a hit: at the highest dose activity, negative = inhibition, usual class: inhibitors; 7.3% of 220,000 active; AID 1030; active = well fitted inhibition curve with a large enough effect, not every such curve was filed as active; inconclusive = small, poorly fitted or top-dose-only effect, or another doubt; inactive = no such curve, though single readings can be large or run the other way;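 note: plate controls were no enzyme wells and a reference inhibitor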
# Target sequence (P00352 whole entry, looked up): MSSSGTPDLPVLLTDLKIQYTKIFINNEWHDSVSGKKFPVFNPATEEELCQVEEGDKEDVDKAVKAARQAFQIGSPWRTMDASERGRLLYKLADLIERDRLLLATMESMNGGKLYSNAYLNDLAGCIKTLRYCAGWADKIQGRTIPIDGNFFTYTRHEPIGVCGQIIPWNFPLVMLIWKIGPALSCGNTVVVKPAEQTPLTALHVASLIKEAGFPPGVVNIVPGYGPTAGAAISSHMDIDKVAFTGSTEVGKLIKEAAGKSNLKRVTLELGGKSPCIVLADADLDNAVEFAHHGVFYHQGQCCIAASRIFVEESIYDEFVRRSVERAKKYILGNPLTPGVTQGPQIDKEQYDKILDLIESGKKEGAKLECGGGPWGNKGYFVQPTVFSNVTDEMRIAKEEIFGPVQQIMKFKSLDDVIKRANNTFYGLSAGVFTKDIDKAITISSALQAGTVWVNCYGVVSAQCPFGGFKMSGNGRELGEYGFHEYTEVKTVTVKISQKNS
# Numbers without * were called inactive; u = inconclusive; x = no result given; [ ] = remark or other dose. Unless noted, calls come from the whole dose curve; as a rule, active = well fitted curve in the direction sought with a large enough effect; inconclusive = small, poorly fitted or top-dose-only effect, or another doubt; inactive = no such curve, though single readings can be large; an effect the other way counts as inactive or inconclusive. Potency is the fitted concentration of half-maximal effect. A portion of the library. The share of hits here may be higher or lower than overall.
SMILES,Tau fibril FP,KDM4E inh,Tau fluor counter,HTT ATP protect,HTT aggregate,Tau ThT inhib,SMN2 splice up,ALDH1A1 inh
C[C@H](NC(N)=O)C(=O)Nc1ccc(OCc2ccccc2)cc1,6%,4%,0%,-4%[10 µM],-15%,-7%,16µM*,14%
CC(=O)Oc1cc2cccc(OC(C)=O)c(=O)c2c(OC(C)=O)c1OC(C)=O,16µM*,11µM*,8.9µM*[quencher],-57%[inhibitor],10%,3.5µM*,-12%,4µM*
COC(=O)C1=C(CS(=O)(=O)c2cc(Cl)ccc2OC)NC(=O)NC1c1ccccc1 (stereo unspecified),-3%,x,0%,x,x,2%,8%,x
COc1ccccc1N1CCN(C(=O)CCC(=O)O)CC1,9%,6%,3%,23%[10 µM],5%[9.22 µM],1%,x,8%
COc1ccc(-n2c(SCCC(=O)O)nnc2-c2ccncc2)cc1,5%,-6%,5%,14%[10 µM],-14%,0%,-1%,6%
O=C(Nc1ccc(S(=O)(=O)N2CCOCC2)cc1)c1ccco1,1%,3%,0%,-7%[0.074 µM],-7%,-5%,-8%,6%
O=S(=O)(c1ccc(Br)s1)N1CCN(c2ccccn2)CC1,1%,-2%,-14%,2%,-31%,7%,-17%,16%
COc1ccc([N+](=O)[O-])cc1NC(=O)COC(=O)C1CC1,-2%,4%,-2%,-27%,3%,-5%,7%,3%
COc1ccccc1NS(=O)(=O)c1cc(C(=O)N2CC(C)CC(C)C2)ccc1C (stereo unspecified),-8%,6%,-11%,-2%,4%,-15%,-26%,7%
C=CCn1c(SCc2ccc(C#N)cc2)nnc1-c1ccc(C)cc1,-2%,2%,-1%,11%,-2%,-5%,-5%,-4%

# Looked up by compound from above (two):
SMILES,Tau fibril FP,KDM4E inh,Tau fluor counter,HTT ATP protect,HTT aggregate,Tau ThT inhib,SMN2 splice up,ALDH1A1 inh
COc1ccc(-n2c(SCCC(=O)O)nnc2-c2ccncc2)cc1,5%,-6%,5%,14%[10 µM],-14%,0%,-1%,6%
CC(=O)Oc1cc2cccc(OC(C)=O)c(=O)c2c(OC(C)=O)c1OC(C)=O,16µM*,11µM*,8.9µM*[quencher],-57%[inhibitor],10%,3.5µM*,-12%,4µM*

# (listing goes on)
SMILES,Tau fibril FP,KDM4E inh,Tau fluor counter,HTT ATP protect,HTT aggregate,Tau ThT inhib,SMN2 splice up,ALDH1A1 inh
COC(=O)C(C)N(C(=O)c1cccc(Cl)c1)c1c(C)cccc1C (stereo unspecified),7%,2%,2%,13%,-25%,6%,-6%,u
CSCCC(NC(=O)c1ccccc1Br)C(=O)N1CCC(C)CC1 (stereo unspecified),4%,-3%,5%,7%[10 µM],11%,2%,25%,-6%
CCC(=O)N(C)/C=C1\Sc2ccccc2C1=O,17%,u,1%,-13%,15%,u,4%,-13%
CCOC(=O)CCCNC(=O)c1cncc(O)c1,4%,u,-4%,21%,13%,3%,-20%,u
CCCn1c(N)c(Sc2ccc(C)cc2)c(=O)n(CCC)c1=O,0%,-4%,-7%,-18%,5%,3%,2%,-2%
CC(=O)N1CCCc2cc(S(=O)(=O)N(C)CCC#N)ccc21,2%,5%,-8%,2%,21%,-10%,0%,u
COC(=O)c1cnc(SCc2ccc(C)cc2)n1C,-1%,2%,-2%,u,-3%,-13%,49%,-10%
CCOC(=O)c1cnc2ccc(OCC)cc2c1N1CCN(c2ccccc2F)CC1,2%,x,-19%,x,x,u,12%,x
COCCn1c(C)cc(C(=O)Cn2nc(C(=O)O)c3ccccc3c2=O)c1C,3%,8%,-1%,-2%[10 µM],24%,-1%,25%,13%
Cc1ccc(C2CC(=O)NC(SCC(=O)Nc3nccs3)=C2C#N)cc1 (stereo unspecified),15%,4%,-19%,-20%[10 µM],17%,u,23%,19%

# Some of the entries so far, with values under each structure:
# Sequence of screens – Tau fibril FP	KDM4E inh	Tau fluor counter	HTT ATP protect	HTT aggregate	Tau ThT inhib	SMN2 splice up	ALDH1A1 inh
> CC(=O)N1CCCc2cc(S(=O)(=O)N(C)CCC#N)ccc21
    2%	5%	-8%	2%	21%	-10%	0%	u
> CCOC(=O)CCCNC(=O)c1cncc(O)c1
    4%	u	-4%	21%	13%	3%	-20%	u
> COCCn1c(C)cc(C(=O)Cn2nc(C(=O)O)c3ccccc3c2=O)c1C
    3%	8%	-1%	-2%[10 µM]	24%	-1%	25%	13%
> CSCCC(NC(=O)c1ccccc1Br)C(=O)N1CCC(C)CC1 (stereo unspecified)
    4%	-3%	5%	7%[10 µM]	11%	2%	25%	-6%
> CCOC(=O)c1cnc2ccc(OCC)cc2c1N1CCN(c2ccccc2F)CC1
    2%	x	-19%	x	x	u	12%	x

# Further results follow.
SMILES,Tau fibril FP,KDM4E inh,Tau fluor counter,HTT ATP protect,HTT aggregate,Tau ThT inhib,SMN2 splice up,ALDH1A1 inh
O=C(CSc1nc(N2CCCCC2)nc(N2CCCCC2)n1)c1ccccc1,-3%,6%,-7%,-1%,-28%,-11%,5%,u
O=C(CN1CCN(Cc2ccc(F)cc2Cl)C1=O)NCc1cccs1,-9%,-12%,-6%,-9%,5%,u,-20%,3%
Cc1ccc(C(=O)Nc2cc(C(C)C)c(O)c(C(C)C)c2)cc1,11%,0%,-29%,x,10µM*,-13%,11%,0%
S=c1[nH]nc(Cc2ccc(Br)cc2)n1/N=C/c1ccc(Cl)cc1,-11%,-14%,-18%,-13%,10%,6%,-4%,28µM*
CC(C)[C@H](NC(=O)c1ccc(Cl)c([N+](=O)[O-])c1)C(=O)O,1%,9%,-5%,-2%[10 µM],3%[9.22 µM],-3%,x,x
COc1ccc(-n2c(=O)c3c4c(sc3n(CC(=O)NCC3CCCO3)c2=O)CCCC4)c(OC)c1 (stereo unspecified),0%,1%,1%,23%,-21%,2%,-14%,9%
CN1CCC(NC(=O)c2ccncc2)CC1,-1%,-5%,2%,x,0%,3%,13%,12%
O=C(N/N=C/c1ccc(N2CCOCC2)cc1)c1ccccc1OCCOc1ccccc1,-8%,u,u,-81%[inhibitor],u,u,-15%,u
Cc1ccc2occ(C(c3nnnn3C3CCCC3)N3CCN(C(=O)c4ccco4)CC3)c(=O)c2c1 (stereo unspecified),-9%,0%,-6%,-17%,20%,-12%,-29%,1.1µM*
Cc1ccc2c(=O)oc(N(C)C)nc2c1,0%,u,-21%,6%,-9%[9.22 µM],u,-9%,u
Cc1cccc(-n2c(-c3ccco3)nc3c(cnn3-c3ccccc3C)c2=O)c1,-2%,x,-2%,x,x,-2%,-13%,x
C=CCNC(=O)CSc1ncc2c(n1)-c1c(csc1SC)CC2,-6%,u,-13%,0%[10 µM],10%[9.22 µM],-9%,x,u
CC(C)(C)c1ccc(-c2noc(CCC(=O)Nc3cccc(Cl)c3)n2)cc1,u,x,-12%,x,x,-9%,-40%[inhibitor],x
CCC1CCCCN1S(=O)(=O)c1ccc(NC(=O)c2cc(=O)c3ccccc3o2)cc1 (stereo unspecified),u,x,u,x,x,4%,17%,x
C=CCn1c(SCC(=O)/C(C#N)=C(\C)N)nc2sc(CC)cc2c1=O,u,1%,-28%,-26%,-29%,15%,-40%[inhibitor],u
N#CC(c1ccc(O)cc1)c1ncc(C(F)(F)F)cc1Cl (stereo unspecified),-3%,9%,-4%,1%[10 µM],13%,-2%,-15%,u
COc1ccc(-c2cc3ncc(C(C)=O)c(C)n3n2)cc1,4%,-29%,-3%,8%[10 µM],16%[9.22 µM],-11%,11µM*,u
O=C(c1ccc2c(c1)CCN2S(=O)(=O)c1ccccc1)N1CCN(c2ccccc2F)CC1,-5%,x,-3%,x,x,3%,5%,x
COc1ccc(NC(=O)C2CCN(S(=O)(=O)c3cccnc3)CC2)cc1Cl,-5%,-7%,-7%,3%,-4%,-5%,-5%,14%
O=C(NC(=S)Nc1ccc(N2CCCCC2)cc1)c1ccco1,16%,1%,u,u,-1%,u,x,u
COc1cccc(-c2nc(N3CC(C)CC(C)C3)c3ccccc3n2)c1O (stereo unspecified),u,-1%,u,-34%,u,-20%,-5%,3%
CNC(=O)c1cc(OCC(F)(F)F)ccc1OCC(F)(F)F,-5%,1%,0%,-1%,11%,0%,3%,u
COCC(=O)Nc1cc(C(=O)NCC(C)C)ccc1Cl,6%,-7%,2%,x,7%,-1%,-1%,7%

# Structural class: the compounds so far with two or more sulfur atoms
SMILES,Tau fibril FP,KDM4E inh,Tau fluor counter,HTT ATP protect,HTT aggregate,Tau ThT inhib,SMN2 splice up,ALDH1A1 inh
O=S(=O)(c1ccc(Br)s1)N1CCN(c2ccccn2)CC1,1%,-2%,-14%,2%,-31%,7%,-17%,16%
Cc1ccc(C2CC(=O)NC(SCC(=O)Nc3nccs3)=C2C#N)cc1 (stereo unspecified),15%,4%,-19%,-20%[10 µM],17%,u,23%,19%
C=CCNC(=O)CSc1ncc2c(n1)-c1c(csc1SC)CC2,-6%,u,-13%,0%[10 µM],10%[9.22 µM],-9%,x,u
C=CCn1c(SCC(=O)/C(C#N)=C(\C)N)nc2sc(CC)cc2c1=O,u,1%,-28%,-26%,-29%,15%,-40%[inhibitor],u
